# TGFb SMAD3 inh: qHTS for Inhibitors of TGF-b. 1.2% of 410,000 active. Potency, µM (highest dose often 46.1 µM), for the others: top-dose activity, negative = inhibition, hits mostly inhibitors. AID 588855, 2011. HepG2 CAGA-GFP TGF-b/SMAD3 reporter, GFP fluorescence, 18 h; TGF-beta stimulated, 500 pg/mL final; also: potency is read from the fitted curve at half-maximal effect; % is scaled to controls: 0 for no effect and ±100 for the full control effect; nearly all actives have a fitted effect of over 65% in size
#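 Inhibition was scored as loss of TGF-beta-induced (500 pg/mL final, 18 hours, 37 degrees C) GFP in HEPG2 cells carrying a CAGA-GFP reporter, in DMEM with 1% FBS. Well GFP was summed per cell; Activity was normalised to unstimulated and stimulated DMSO wells, then concentration-response fitting.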
# HepG2 tox: qHTS for Inhibitors of TGF-b: Cytotox Counterscreen; HepG2 CAGA-GFP viability, ATP luminescence, 18 h; Potency, µM (titrated, usually from 46.1 µM), for inactives: at the highest dose activity change, negative = cytotoxicity, most hits filed as cytotoxic; 0.76% of 410,000 active; also: potency is read from the fitted curve at half-maximal effect; some results filed as inactive show a strong effect at the top dose
#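 CellTiter-Glo luminescence gave cytotoxicity after 18 hours at 37 degrees C. The cells were HepG2 CAGA-GFP in 1% FBS DMEM, stimulated with 500 pg/mL TGF-beta after compound addition. %Activity was normalised to no-cell wells (complete cell-killing) and DMSO (no toxicity), and curves were fitted and classified.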
# Nrf2 activator: qHTS of Nrf2 Activators. AREc32 ARE-luciferase reporter (MCF7-derived line), luminescence, 24 h. Potency, µM (highest dose often 46.1 µM), inactives show at the highest dose activation, actives largely listed as activators. 0.31% of 410,000 active. AID 624171, 2012; also: potency is read from the fitted curve at half-maximal effect; % of control where 0% means no effect; nearly all actives have a fitted effect of over 65% in size
#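 Luciferase luminescence (Steady-Glo, 30 min at room temperature) served as the read-out of ARE activation in AREc32 cells treated with compounds for 24 hr at 37 deg C.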
# EPAC2 ag: qHTS for Agonist of cAMP-regulated guanine nucleotide exchange factor 4 (EPAC2): primary screen; Potency, µM (top dose mostly 154 µM), without a hit: at the highest dose activation, most hits filed as activators; Rap guanine nucleotide exchange factor 4 (Homo sapiens), Q8WZA2; AID 720711, 2013; EPAC2 activation, biochemical qHTS; response scale: 100% = 6.5 mM cAMP response; 0.079% of 360,000 active; also: potency is read from the fitted curve at half-maximal effect; nearly all actives have a fitted effect of over 50% in size
# Target sequence (Q8WZA2 whole entry, looked up): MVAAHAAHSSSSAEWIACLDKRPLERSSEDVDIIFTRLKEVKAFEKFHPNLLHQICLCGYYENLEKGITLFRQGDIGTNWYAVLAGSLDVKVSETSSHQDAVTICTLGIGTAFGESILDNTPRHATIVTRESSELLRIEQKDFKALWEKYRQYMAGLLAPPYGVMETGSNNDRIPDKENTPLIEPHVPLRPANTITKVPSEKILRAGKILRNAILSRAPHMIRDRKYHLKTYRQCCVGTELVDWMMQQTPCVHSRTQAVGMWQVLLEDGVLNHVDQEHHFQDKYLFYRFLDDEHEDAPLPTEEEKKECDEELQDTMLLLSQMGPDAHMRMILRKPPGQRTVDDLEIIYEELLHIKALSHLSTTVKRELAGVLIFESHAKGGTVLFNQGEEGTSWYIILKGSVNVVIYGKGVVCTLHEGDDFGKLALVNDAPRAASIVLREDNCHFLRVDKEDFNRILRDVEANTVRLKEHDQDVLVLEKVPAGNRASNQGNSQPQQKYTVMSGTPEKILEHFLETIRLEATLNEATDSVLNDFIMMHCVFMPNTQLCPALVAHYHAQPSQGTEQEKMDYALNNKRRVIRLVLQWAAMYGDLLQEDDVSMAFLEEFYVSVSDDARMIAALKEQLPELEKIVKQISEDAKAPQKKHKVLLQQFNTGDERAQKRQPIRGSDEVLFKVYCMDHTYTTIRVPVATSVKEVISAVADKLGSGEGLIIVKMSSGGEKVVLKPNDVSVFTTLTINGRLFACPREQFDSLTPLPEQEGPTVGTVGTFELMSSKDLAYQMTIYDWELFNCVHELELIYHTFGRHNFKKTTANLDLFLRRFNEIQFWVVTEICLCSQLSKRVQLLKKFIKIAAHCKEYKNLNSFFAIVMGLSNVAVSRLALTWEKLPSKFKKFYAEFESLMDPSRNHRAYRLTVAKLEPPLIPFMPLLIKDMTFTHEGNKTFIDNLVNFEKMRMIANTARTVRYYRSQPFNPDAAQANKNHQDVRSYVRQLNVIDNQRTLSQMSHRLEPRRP
#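 Each well held 100 nM EPAC2, 250 nM RAP1B-BODIPY-GDP and 50 uM GDP. Fluorescence, read at 5-min intervals to 30 min, was referenced to a 6.5 mM cAMP positive control.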
# Nrf2 inh: Nrf2 qHTS screen for inhibitors; A549 ARE-Fluc reporter, luciferase luminescence, 18-24 h; Potency, µM (doses to about 46 µM), inactives show top-dose activity change, negative = inhibition, hits mostly inhibitors; 2.1% of 360,000 active; AID 504444, 2011; also: potency is read from the fitted curve at half-maximal effect; % is scaled to controls: 0 for no effect and ±100 for the full control effect; nearly all actives have a fitted effect of over 60% in size
#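 Cells were seeded and rested 2 h, then exposed to compounds for 18-24 h. CellTiter-Fluor was read first as a viability measure. BugLite was added 15 min before the final luminescent read of ARE-luciferase activity in A549 cells.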
# IL2 activator: qHTS of IL-2 Activators; IL-2 activation reporter assay, cell-based qHTS; stimulated with anti-CD3/CD4/CD28 beads; in transgenic mouse T cells; activation, % (series mostly up to about 46 µM); 0.065% of 360,000 active; AID 652025, 2013; in the data active = activation above about 50%; inconclusive = mostly about 30% to 49%; also: 0% is about no effect
#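 EGFP and DsRed fluorescence is measured by plate cytometry in unstimulated transgenic mouse T cells exposed to compound for 60 minutes, then stimulated 18 hours at 37 degrees C with anti-CD3/anti-CD4 beads plus anti-CD28.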
# A549 tox: Nrf2 qHTS screen for inhibitors: counterscreen for cytotoxicity. A549 ARE-Fluc cells, CellTiter-Fluor viability, 18-24 h. Potency, µM (doses to about 46 µM), without a hit: top-dose activity change, negative = cytotoxicity, actives largely listed as inhibitors. 0.16% of 390,000 active. AID 504648, 2011; also: potency is read from the fitted curve at half-maximal effect; % is scaled to controls: 0 for no effect and ±100 for the full control effect
#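 A549 ARE_Fluc cells in 5% FBS OPTI-MEM were exposed to compounds in concentration-response for 18-24 h at 37 deg C. Viability was read by CellTiter-Fluor fluorescence (Ex 405/Em 525) after 30 min, before the luciferase read.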
# ATXN2 expr inh: Primary qHTS for Inhibitors of ATXN expression. HEK-293 ATXN2-luciferase reporter, luminescence, 24 h. Potency, µM (series often up to 57 µM), without a hit: at the highest dose activity change, negative = inhibition, most hits filed as inhibitors. 0.72% of 360,000 active; also: potency is read from the fitted curve at half-maximal effect; % is scaled to controls: 0 for no effect and ±100 for the full control effect; nearly all actives have a fitted effect of over 55% in size
#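 qHTS (up to 57 uM final) was run with 24 h compound exposure of reporter cells at 37 °C. Each well was multiplexed: SteadyGlo luminescence measured ATXN2-luciferase expression after a fluorogenic Gly-Phe-AFC viability readout (25 uM final).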
# S2 tox: Viability Counterscreen for Primary qHTS for Inhibitors of ATXN expression. S2 cells (HEK-293 line with an ATXN2-luciferase reporter) viability, CellTiter-Fluor protease fluorescence, 24 h. Potency, µM (titrated, usually from 56.7 µM), hits mostly cytotoxic. 0.49% of 400,000 active; also: potency is read from the fitted curve at half-maximal effect; nearly all actives have a fitted effect of over 40% in size
# Starred values were filed as active, the others as inactive; i = inactive; ? = inconclusive; . = no result given; [ ] = another dose, or the depositor's remark. Unless noted, calls follow the shape of the dose curve; as a rule, active = well fitted curve in the direction sought with a large enough effect; inconclusive = small, poorly fitted or top-dose-only effect, or another doubt; inactive = no such curve, though single readings can be large; an effect the other way counts as inactive or inconclusive. Hits appear at their usual frequency. About 4.3% of those tested had a hit in this group.
1: COC(=O)c1ccccc1NC(=O)c1cc2c(s1)-c1ccccc1OC2
2: CC(C)c1ccc2nc3sc(C(=O)N4CCc5ccccc5C4)c(N)c3cc2c1
3: Cc1ccc(C(C(=O)NC2CCCC2)N2CCCC(C)C2)cc1 (stereo not given)
4: O=C(NCCCN1CCN(c2cccc(Cl)c2)CC1)c1sc2ncccc2c1-n1cccc1
5: COC(=O)c1c(NC(=O)CS(=O)(=O)c2ccc(C)cc2)sc2c1CCCCC2
6: COc1ccc(O)c(C(=O)c2coc(=N)c(C(=O)Nc3ccc(SC(F)F)cc3)c2)c1
7: CS(=O)(=O)N(CC(=O)NCc1ccc2c(c1)OCO2)c1cccc(Cl)c1
8: COc1ccc(OC)c(S(=O)(=O)NCc2cn3cccc(C)c3n2)c1
assay / compound	1	2	3	4	5	6	7	8
TGFb SMAD3 inh	18%	45%[activator]	-6%	?	-30%	?	-12%	12%
HepG2 tox	5%	-17%	1%	-25%	-10%	-3%	-16%	-13%
Nrf2 activator	-0.7%	2.5%	-0.6%	8.4%	0.6%	3.9%	-0.1%	-0.4%
EPAC2 ag	.	5%	8%	.	.	8%	12%	11%
Nrf2 inh	8%	18%	0%	.	-15%	16%	0%	-3%
IL2 activator	.	0.7	-3.3	.	.	-4.0	0.3	-0.8
A549 tox	7%	?	-6%	-8%	-10%	0%	1%	-2%
ATXN2 expr inh	8%	-16%	-4%	.	.	-18%	28%	-12%
S2 tox	i	.	i	.	.	.	i	i

# Next section (four carried over from the part before).
5: COC(=O)c1c(NC(=O)CS(=O)(=O)c2ccc(C)cc2)sc2c1CCCCC2
6: COc1ccc(O)c(C(=O)c2coc(=N)c(C(=O)Nc3ccc(SC(F)F)cc3)c2)c1
7: CS(=O)(=O)N(CC(=O)NCc1ccc2c(c1)OCO2)c1cccc(Cl)c1
8: COc1ccc(OC)c(S(=O)(=O)NCc2cn3cccc(C)c3n2)c1
9: CN(C)C(=O)OCc1c(-c2ccccc2)ncc2ccccc12
10: CC(=O)Oc1ccc(C(=O)Nc2cccc(C(=O)Nc3ccccc3C(=O)O)c2)cc1
11: CCCC1CC(C)(C(=O)Cn2[nH]c(=O)ccc2=O)OC1=O (stereo not given)
12: C=C1C(=O)[C@]23C[C@H]1CCC2[C@@]1(C)C(C[C@@H]3O)[C@](C)(C(=O)OC)CC[C@@H]1O (stereo not given in full)
13: O=S(=O)(c1ccccc1)N1N=C(c2ccc(Br)cc2)CC1c1ccco1 (stereo not given)
14: O=C(Oc1cccc2c(OC(=O)N3CCCC3)cccc12)N1CCCC1
15: CCCSc1oc(-c2cccs2)nc1S(=O)(=O)c1ccc(Cl)cc1
16: C=CCNC(=O)c1ccc(N(C)S(=O)(=O)c2ccc(OC)cc2)cc1
assay / compound	5	6	7	8	9	10	11	12	13	14	15	16
TGFb SMAD3 inh	-30%	?	-12%	12%	?	0%	8%	0.79µM*	-1%	-18%	-20%	-8%
HepG2 tox	-10%	-3%	-16%	-13%	-10%	-1%	25%	5µM*	-4%	-3%	-2%	-74%
Nrf2 activator	0.6%	3.9%	-0.1%	-0.4%	-0.5%	-0.5%	0.2%	?	6.2%	3.4%	-0.7%	0.4%
EPAC2 ag	.	8%	12%	11%	8%	15%	2%	8%	8%	2%	.	10%
Nrf2 inh	-15%	16%	0%	-3%	-29%	-9%	7%	.	?	-17%	-9%[9.27 µM]	12%
IL2 activator	.	-4.0	0.3	-0.8	-1.2	-1.7	2.9	-0.4	-0.6	1.0	.	-0.1
A549 tox	-10%	0%	1%	-2%	1%	-4%	5%	.	1%	24%	14%	14%
ATXN2 expr inh	.	-18%	28%	-12%	-18%	-8%	-14%	1.6µM*	-23%	16%	11%	-14%
S2 tox	.	.	i	i	i	i	i	.	i	i	i	i

17: CCc1nc2ccc(C(=O)NCCc3ccco3)cc2nc1CC
18: CCC/C=C/c1ccc(CN2C(C)C(=O)N(Cc3cn(CC4CCCCC4)nn3)CCS2(=O)=O)cc1 (stereo not given)
19: COc1cc(NC(=O)CSc2nnc(C)n3c2cc2oc(C)cc23)cc(OC)c1
20: OCCN1CCN(C(=S)Nc2ccccc2)CC1
21: CCC(C(=O)NC(C)(C)C)N(Cc1ccccc1Cl)C(=O)c1snc(C(N)=O)c1N (stereo not given)
22: CC1CC(C)CN(C(=O)CCS(=O)(=O)c2ccc3c(c2)NC(=O)CS3)C1 (stereo not given)
23: Cc1ccc(C)c(NC(=O)CN(C)C(=O)C2CCCC2)c1
24: CCCc1nc2oc3cc(OC)ccc3c(=O)c2c(=O)n1CCc1ccccc1
assay / compound	17	18	19	20	21	22	23	24
TGFb SMAD3 inh	15%	?	?	-1%	-11%	-8%	16%	6%
HepG2 tox	-1%	-30%	-5%	-24%	-13%	-11%	7%	0%
Nrf2 activator	2.8%	3.5%	-0.5%	0.2%	0.4%	0.4%	-1.4%	-0.4%
EPAC2 ag	-2%	-5%	.	2%	13%	9%	14%	-5%
Nrf2 inh	1%	.	-2%	6%	-2%	-7%	2%	-10%
IL2 activator	-2.4	-4.3	.	-0.2	0.2	-3.8	1.5	-1.9
A549 tox	7%	.	-5%	-4%	-3%	0%	0%	-23%
ATXN2 expr inh	27%	-7%	.	-7%	-9%	0%	.	?
S2 tox	i	i	.	i	i	?	i	?

# One compound at a time, as listed above. Screens in order: TGFb SMAD3 inh | HepG2 tox | Nrf2 activator | EPAC2 ag | Nrf2 inh | IL2 activator | A549 tox | ATXN2 expr inh | S2 tox
# `CCC/C=C/c1ccc(CN2C(C)C(=O)N(Cc3cn(CC4CCCCC4)nn3)CCS2(=O)=O)cc1` (stereo not given) as listed: ? | -30% | 3.5% | -5% | . | -4.3 | . | -7% | i
# `OCCN1CCN(C(=S)Nc2ccccc2)CC1` as listed: -1% | -24% | 0.2% | 2% | 6% | -0.2 | -4% | -7% | i

# Further compounds.
25: CC1(C)Cc2c(cnn2-c2ccc(F)cc2)C(NC(=O)C2CCC2)C1 (stereo not given)
26: Cc1ccc(CNC(=O)CN(C(=O)C2(C)CC(=O)N=C3C=CC=CN32)c2cc(C)ccc2C)cc1 (stereo not given)
27: O=C(C[n+]1cccc2ccccc21)c1ccc([N+](=O)[O-])cc1
28: O=C(CCNC(=O)c1ccc([N+](=O)[O-])cc1)NC1CCCc2ccccc21 (stereo not given)
29: CCCNC(=O)c1onc(CSc2nc3ccccc3[nH]2)c1C(=O)NCCC
30: O=C(Cn1nnc2sc3c(c2c1=O)CCCC3)Nc1ccc(F)c(Cl)c1
31: CC1CCN(CCCNC(=O)c2ccc(N3CCCC3=O)cc2)CC1
32: COc1cc(C(=O)NCC(c2cccs2)N2CCOCC2)ccc1OCc1ccccc1 (stereo not given)
assay / compound	25	26	27	28	29	30	31	32
TGFb SMAD3 inh	-2%	-5%	3%	?	6%	?	10%	-9%
HepG2 tox	12%	14%	-12%	-11%	11%	-33%	2%	-5%
Nrf2 activator	2.8%	-0.6%	15%	-0.2%	-1.3%	3.6%	-0.3%	1.9%
EPAC2 ag	-3%	3%	-4%	26%	12%	.	-13%	27%
Nrf2 inh	-24%	11%	?	?	-21%	.	11%	.
IL2 activator	-1.3	-1.8	0.9	-2.2	-0.6	.	1.9	-6.1
A549 tox	-11%	1%	?	0%	2%	-19%	6%	.
ATXN2 expr inh	7%	10%	-3%[11.3 µM]	55%[activator]	9%	14%	1%	.
S2 tox	i	i	i	i	i	i	i	i

33: O=C(O)C1C2C=CC(O2)C1C(=O)NCc1ccccc1Br (stereo not given)
34: COc1cc(NC(=O)c2cccc(Cl)c2Cl)ccc1NC(=O)c1cc2ccccc2o1
35: COc1ccc2[nH]c(C(=O)NCCN3CCCCC3)cc2c1
36: CC(=O)c1cccc(NC(=O)COC(=O)c2ccc3c(c2)OCO3)c1
37: CC(C)CC1(C)NC(=O)N(CC(=O)NC(=O)Nc2ccc3c(c2)OCCO3)C1=O (stereo not given)
38: COCCNc1oc(/C=C/c2cccs2)nc1S(=O)(=O)c1ccccc1
39: O=C(C1CCCCC1)N1C[C@H](n2cc(-c3ccc(F)cc3)nn2)[C@@H](O)C[C@@H]1c1ccc(Cl)cc1
40: CC(C)C1CC(CCN)(c2ccccc2)CCO1 (stereo not given)
41: CCC(C)n1c(=O)c2sccc2n2c(CCCC(=O)N3CCC(C(N)=O)CC3)nnc12 (stereo not given)
42: COc1ccc(O)c(/C=N/NC(=O)CCC(=O)Nc2ccc(F)cc2)c1
assay / compound	33	34	35	36	37	38	39	40	41	42
TGFb SMAD3 inh	17%	-14%	-9%	7%	-21%	-1%	?	0%	-17%	-2%
HepG2 tox	1%	-18%	7.9µM*	2%	1%	0%	-45%	-23%	-2%	2%
Nrf2 activator	-0.2%	-0.1%	4.0%	-0.1%	0.2%	3.2%	-2.8%	-0.4%	-0.7%	-0.4%
EPAC2 ag	-2%	.	4%	6%	0%	12%	13%	3%	-6%	5%
Nrf2 inh	.	?	8%	-31%	.	.	.	-11%	5%	?
IL2 activator	-1.9	.	-2.3	0.4	-0.1	-3.1	-2.4	-0.9	-3.0	0.8
A549 tox	5%	-1%	0%	2%	3%	.	.	0%	-2%	?
ATXN2 expr inh	5%	-1%	-5%	3%	4%	.	?	-12%	6%	-32%
S2 tox	i	?	i	i	i	.	?	i	i	.

# Single values from the results shown:
# entry 41 @ EPAC2 ag: -6%
# entry 34 @ A549 tox: -1%
# entry 42 @ TGFb SMAD3 inh: -2%
# entry 38 @ HepG2 tox: 0%
# entry 39 @ HepG2 tox: -45%

# Bioassay records: PubChem, National Center for Advancing Translational Sciences (NCATS)
